# VIM-2 inh: inhibitors of Pseudomonas aeruginosa VIM-2 metallo-beta-lactamase; AID 1527; purified VIM-2, nitrocefin hydrolysis, epi-absorbance fluorescence; inhibition, % at 5.6 µM; 0.89% of 290,000 active;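 active = inhibition above the mean of all tested compounds plus 3 SD, cutoff set per screening run, cut at about 7.5% in these data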;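 also: red hydrolysis product quenches plate fluorescence so inhibitors raise well fluorescence; 0% = enzyme with DMSO and 100% = DMSO without enzyme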
# HCV NS3 hel inh: inhibitors of Hepatitis C virus NS3 helicase. NS3 helicase DNA unwinding, Cy5 molecular beacon fluorescence. inhibition, % at 10.9 µM. 0.56% of 290,000 active;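 active = inhibition above the mean of all tested compounds plus 3 SD, set per campaign, cut at about 35% in these data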;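 also: 0% = DMSO wells and 100% = thioflavine S control wells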
#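 System: NS3 helicase fragment of HCV / Schedule: 1 h at 25 °C / Control set: DMSO alone as 0% and 110 µM thioflavine S as 100% / Reagent: Cy5/quencher beacon DNA duplex and ATP to start / Technique: Cy5 fluorescence / Replication: singlicate / Evaluation: % inhibition of end-to-start signal ratio versus controls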
# DNA FID counter: fluorescent intercalator displacement, NS3 helicase counter-screen | 0.17% of 290,000 active | DNA fluorescent intercalator displacement, fluorescence | AID 1845 | inhibition, % at 7.9 µM; in the data active = inhibition above about 37%;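 also: 0% = vehicle and 100% = reference compound; higher means more ethidium bromide displaced from hairpin DNA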
# M18AAP inhibitor: PfM18AAP enzyme inhibition; recombinant PfM18AAP, H-Glu-NHMec fluorogenic cleavage; inhibition, % at 7.35 µM; 1.2% of 290,000 active; AID 1822;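 active = inhibition above the campaign mean inhibition over all tested compounds plus 3 SD, cut at about 28% in these data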;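 also: 0% = plate median of test compound wells and 100% = 2 mM ZnCl2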
# UBC9 SUMO inh: SUMOylation inhibition; HTRF SUMOylation assay, SAE1/SAE2 + UBC9, in vitro; inhibition, % at 35 µM; 0.36% of 290,000 active; in the data active = inhibition above about 50%, passing the limit was not always enough; also: strong numbers were not always called active
# Target sequence (P63279 whole entry, looked up): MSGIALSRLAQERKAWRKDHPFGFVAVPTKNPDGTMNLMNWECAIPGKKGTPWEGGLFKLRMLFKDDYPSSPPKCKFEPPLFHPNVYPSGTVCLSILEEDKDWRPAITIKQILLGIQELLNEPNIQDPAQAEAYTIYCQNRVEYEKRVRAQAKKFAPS
# MEKK2 WT-MEK5: raises or lowers MEK5 binding to wildtype human MEKK2 PB1 domain; 1.1% of 290,000 active; binding response (% of control), % at 10 µM; bead flow cytometry, Alexa488-MEK5 binding to MEKK2 WT; actives lie on both sides; Q9Y2U5; AID 1531; in the data active = binding response below about 67% or above about 130%
# MEKK2 mut-MEK5: signal of MEK5 binding to mutant human MEKK2 PB1 domain; bead flow cytometry, Alexa488-MEK5 binding to MEKK2 mutant; percent response, % at 10 µM; 0.35% of 290,000 active; in the data active = percent response above about 24%, passing the limit was not always enough; also: inactives centre near 1; some results filed as inactive read as strong as hits
# IMP-1 inhibitor: inhibitors of Pseudomonas aeruginosa IMP-1 metallo-beta-lactamase; purified IMP-1, nitrocefin hydrolysis, epi-absorbance fluorescence; inhibition, % at 5.6 µM; 0.45% of 290,000 active; AID 1556;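 active = inhibition above the mean plus 3 SD of all compounds in the same screening run, cut at about 4.5% in these data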;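 also: 0% = IMP-1 with DMSO and 100% = DMSO wells lacking enzyme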
#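 System – purified recombinant IMP-1 beta-lactamase · Input – IMP-1 dispensed at 0.2 nM · Timing – 15 min preincubation plus 25 min reaction at 25 °C · Signal – Epi-absorbance fluorescence, 480 nm excitation, 530 nm emission · Measure – percent IMP-1 inhibition derived from blank-referenced optical density · Controls – Enzyme-plus-DMSO low control, enzyme-free DMSO high control · Replication – singlicate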
# NALP1 inh: blocks the NALP1 inflammasome reconstituted in yeast | S. cerevisiae NALP1/ASC/caspase-1 growth, X-gal OD620, 72 h | inhibition, % at 10 µM | 0.61% of 280,000 active | AID 2071; in the data active = inhibition mostly above about 24%, no sharp cut-off; inactive = mostly below about 32%; also: some compounds called inactive have numbers as strong as hits
# Numbers without * were called inactive; / = no result given.
SMILES,VIM-2 inh,HCV NS3 hel inh,DNA FID counter,M18AAP inhibitor,UBC9 SUMO inh,MEKK2 WT-MEK5,MEKK2 mut-MEK5,IMP-1 inhibitor,NALP1 inh
Nc1cc(=O)[nH]c(SCC(=O)Nc2ccccc2Sc2ccc(Cl)cc2)n1,-2.4,7,-21,5,-21,92,-6,-5.2,-16
O=C(NC1CCCC1)C(c1ccsc1)N(Cc1ccccc1)C(=O)Cc1cccs1 (stereo not drawn),0.9,-5,-24,4,-3,/,/,-1.2,6
Cc1ccc(C(=O)N2CCN(Cc3nc4sc5c(c4c(=O)[nH]3)CCCC5)CC2)cc1,-2.1,0,-29,-14,12,99,3,-3.5,13
O=C(CCc1ccc(S(=O)(=O)N2CCOCC2)cc1)N/N=C/c1ccc(O)c(O)c1O,-2.9,17,-18,12,20,108,-1,-3.2,0
COc1ccc2[nH]c(=O)c(CN(CCCN(C)C)C(=O)Nc3ccccc3)cc2c1,2.0,-1,21,6,6,108,6,-0.4,11
Cc1cccn2cc(CCNS(=O)(=O)c3cccs3)nc12,-2.1,10,-6,-3,8,119,20,-1.6,/
COC(=O)/C=C1\N/C(=N/c2nc(C)c3cc(OC)ccc3n2)NC1=O,1.8,20,-22,1,25,110,2,-1.8,4
Cc1c(-c2ccccc2)n[nH]c1C(=O)NN,-1.1,-2,-4,10,-1,90,-9,-1.2,-31
COc1ccc(NCc2nnc(SCC(=O)Nc3cc(C(F)(F)F)ccc3Cl)o2)cc1,-1.7,12,-18,1,15,100,0,-1.2,16
O=C(NCc1ccccc1Cl)c1ccc(CSc2nc3ccncc3[nH]2)cc1,-3.5,-19,2,7,-36,101,2,-2.9,-4
COc1ccccc1C(=O)N1CCN(C(=O)c2oc3ccc(C)cc3c2C)CC1,-4.1,5,-55,-5,2,100,-1,-4.9,-8
CCN(CC)C(=O)c1ccc2c(=O)n(CCOC)c(=S)[nH]c2c1,-6.0,0,-6,-4,14,100,-2,-4.5,2
CCOC(=O)N1CCN(C(=O)c2ccc(CS(=O)Cc3ccccc3Cl)o2)CC1 (stereo not drawn),-0.7,3,-44,-8,-7,99,2,-0.9,12
COc1ccccc1Nc1ccc(S(=O)(=O)N2CCCCC2)cc1[N+](=O)[O-],-2.7,6,4,1,9,98,18,-0.2,13
CCOC(=O)Cn1c(C(C)=O)nc2ccccc21,-1.7,0,-4,-10,-9,107,0,-2.8,-77
Cc1ccccc1NC(=O)CN1C(=O)S/C(=C/c2cccnc2)C1=O,-1.8,3,5,13,/,101,2,-1.8,0
CCCCn1c(SCC(=O)Nc2ccc3c(c2)CCC3)nc2ccccc2c1=O,-1.4,-2,-2,-2,-2,110,-1,-3.2,7
COc1cc(S(=O)(=O)n2ccc(C)n2)c(OC)cc1Cl,-2.9,-6,-5,8,5,101,4,-0.5,10
Cc1cc(C)c2c(CC(=O)NC(C)C)coc2c1,0.2,9,-2,-10,-1,99,-2,-0.2,12
CCN(CC)c1ccc(/C=N/NC(=O)CNC(=O)c2cccnc2)cc1,0.7,14,-21,-2,6,103,5,-1.8,-1
COC(=O)c1ccc(N2CCOCC2)c(NC(=O)c2cccnc2)c1,-0.5,-3,-8,-3,11,100,4,1.4,9
Clc1ccc2c(c1)C=Nc1c(NCc3ccccc3)ncnc1O2,-2.5,4,-1,5,13,/,/,-1.5,10
CSc1ccccc1NC(=O)COC(=O)c1ccccc1Cc1ccccc1,-3.4,-6,-16,3,-9,107,2,-3.4,24
Cc1cc(NC(=O)CN2CCCCC2)n(-c2ccccc2)n1,-2.8,12,-1,3,-1,94,-2,-2.2,-22
CCN(CC)S(=O)(=O)c1ccc(C(=O)N2CCN=C2SCc2cccnc2)cc1,2.3,-10,-8,1,1,110,6,1.8,-4
# Carrying on.
SMILES,VIM-2 inh,HCV NS3 hel inh,DNA FID counter,M18AAP inhibitor,UBC9 SUMO inh,MEKK2 WT-MEK5,MEKK2 mut-MEK5,IMP-1 inhibitor,NALP1 inh
Cc1[nH]c(C)c(S(=O)(=O)N2CCN(c3cccc(C(F)(F)F)c3)CC2)c1C(=O)N1CCCCC1,-2.0,-17,-55,4,-10,100,4,-3.7,10
OCCCCNCc1ccc(OCc2ccc(Cl)cc2)cc1,1.6,-30,18,-9,30,181*,37*,0.3,11
Cc1c(S(=O)(=O)N2CC(C)CC(C)C2)c(=O)n(C)c(=O)n1C (stereo not drawn),-2.8,10,-5,0,-14,103,6,-1.4,-1
CC(C(=O)NC1CCCCC1)N(Cc1ccc(F)cc1)C(=O)c1snc(C(N)=O)c1N (stereo not drawn),1.1,4,-32,3,-12,104,0,-1.5,-21
CCCCn1c(SCC(=O)Nc2cc(C)[nH]n2)nc2ccsc2c1=O,-1.1,-4,-3,1,2,96,0,-2.1,-3
COc1ccc(C(=O)Nc2ccc3c(c2)C(=O)c2ccccc2C3=O)cc1OC,-2.8,8,3,-3,-8,104,-2,-3.4,27
O=C(NCc1cccs1)c1cc(-c2ccccn2)nc2ccc(Br)cc12,-3.8,1,-3,3,19,106,4,-3.2,-4
OC[C@@H]1CCCN1Cc1cn(-c2ccccc2)nc1-c1ccc2c(c1)OCO2,-2.7,11,16,1,-9,105,2,-2.8,-5
COc1ccc(NC(=O)Cn2ncn3c(cc4ccccc43)c2=O)c(OC)c1OC,-1.7,6,-43,5,-12,103,0,-2.6,11
O=C(C1=C[C@H](C2CCCCC2)C[C@H](OCc2ccc(CO)cc2)O1)N1CCN(Cc2ccccc2)CC1,-0.2,-20,-24,-4,16,105,5,-0.5,6
Cc1ccc(S(=O)(=O)NCCCN(C)C)cc1,-1.7,-1,4,3,6,100,3,-2.7,31
Cc1ccc(C(=O)N/C(=C\c2ccco2)C(=O)N2CCSCC2)cc1C,1.6,-5,-27,-11,19,92,-4,-1.3,15
COC(=O)c1c(NC(=O)Cn2cnc([N+](=O)[O-])n2)sc2c1CCC(C)C2 (stereo not drawn),0.8,-1,4,0,-9,108,4,-2.0,17
CC(=O)NC(=S)Nc1ccc(S(=O)(=O)N(C)Cc2ccccc2)cc1,-1.9,-28,-4,0,-9,102,5,-0.8,-2
COc1cccc(-c2csc(N3CCN(C(=O)Nc4ccc(F)cc4)CC3)n2)c1,-3.1,-8,-13,2,5,107,5,-2.1,0
COC(=O)C1C(O)CCC2CN3CCc4c([nH]c5ccccc45)C3CC21 (stereo not drawn),/,/,/,/,-6,95,5,/,-7
CN(C)CCCNc1cc(C(C)(C)C)nc2c(-c3ccccc3)cnn12,1.0,-39,48*,6,9,156*,22,-0.4,6
Cc1ccccc1OC(C)C(=O)NCCCN1CCOCC1 (stereo not drawn),-0.1,2,-3,-7,6,108,6,-0.2,12
Cc1cc(S(=O)(=O)N2CCCCC2)ccc1OCC(=O)N1CCOCC1,-0.3,21,-28,8,-10,96,-6,0.0,14
COc1ccc(N(CC(=O)N2CCN(C)CC2)S(=O)(=O)c2cc(C)ccc2OC)cc1Cl,-3.8,-17,13,7,4,103,4,-2.8,-4
CN=C(NC1CCCCC1)c1ccc(Cl)cc1,-3.1,4,7,4,13,103,1,0.5,18
CCCc1nc(-c2cc3cc(C)ccc3[nH]c2=O)no1,-1.7,7,-11,-11,25,107,7,1.4,14
Cc1ccc(/C(O)=C2/C(=O)C(=O)N(Cc3ccco3)C2c2cccs2)cc1 (stereo not drawn),-1.4,16,-18,0,-7,112,7,-0.7,-18
COc1ccc(CCNC(=O)Cn2c([N+](=O)[O-])cnc2C)cc1OC,-1.8,16,6,-3,-2,101,-6,-3.3,2
OCCN=Cc1c(O)[nH]c2ccccc12,-3.0,-7,0,10,7,111,9,-3.4,-5

# The list goes on; it opens with the 4 that closed the last part.
SMILES,VIM-2 inh,HCV NS3 hel inh,DNA FID counter,M18AAP inhibitor,UBC9 SUMO inh,MEKK2 WT-MEK5,MEKK2 mut-MEK5,IMP-1 inhibitor,NALP1 inh
CCCc1nc(-c2cc3cc(C)ccc3[nH]c2=O)no1,-1.7,7,-11,-11,25,107,7,1.4,14
Cc1ccc(/C(O)=C2/C(=O)C(=O)N(Cc3ccco3)C2c2cccs2)cc1 (stereo not drawn),-1.4,16,-18,0,-7,112,7,-0.7,-18
COc1ccc(CCNC(=O)Cn2c([N+](=O)[O-])cnc2C)cc1OC,-1.8,16,6,-3,-2,101,-6,-3.3,2
OCCN=Cc1c(O)[nH]c2ccccc12,-3.0,-7,0,10,7,111,9,-3.4,-5
c1ccc(CN2CCN(c3nc4ccccc4n4cnnc34)CC2)cc1,0.5,1,-13,0,12,106,15,-3.0,-1
CCOC(=O)C1CCN(S(=O)(=O)c2cc3c4c(c2)C(C)C(=O)N4CCC3)CC1 (stereo not drawn),-1.8,5,-22,-3,/,98,-3,-3.2,0
COc1ccc(C(=O)O)cc1S(=O)(=O)NCCc1ccccn1,1.9,8,-6,-12,23,93,-13,0.1,/
O=C(O)CCCC(=O)Nc1ccc2c(c1)oc1ccccc12,-2.0,3,-14,-1,-3,106,3,-1.9,3
O=c1c2[nH]c3ccc(F)cc3c2ncn1CC1CCCO1 (stereo not drawn),-3.4,-2,1,-6,-9,93,-11,-1.7,15
CC(Oc1ccc2ccccc2c1)C(=O)NNC(=S)NC(=O)c1ccco1 (stereo not drawn),-5.1,10,-13,-2,-77,102,-8,-3.8,0
COc1ccc(CSc2nc(C)cc(C)c2C#N)cc1,-1.5,-5,0,3,0,99,0,-2.1,2
CCOC(=O)c1cc(C#N)c(N2CCN(C)CC2)nc1-c1ccccc1,1.4,7,1,0,9,104,-2,-2.6,29
C=CCNc1nc(Nc2ccc(Cl)cc2)nc(OC)n1,-1.8,-17,-6,7,-5,98,-1,-4.5,14
COc1ccc(C)cc1NC(=O)C12CCC(C)(C(=O)O1)C2(C)C (stereo not drawn),-2.2,0,-16,6,18,106,6,-4.4,0
O=C(C1CC1)N1CCc2cc(Br)cc(S(=O)(=O)NCC3COc4ccccc4O3)c21 (stereo not drawn),-4.4,-5,-19,-2,16,101,0,-1.8,-2
CCc1nc2ccc(C(=O)NCCc3ccc(OC)cc3)cc2nc1CC,-0.9,-4,-40,-2,6,95,-1,-0.6,8
C=CCN1CN(S(=O)(=O)c2cccc(Cl)c2)c2nc3ccccc3nc21,-2.1,4,6,11,11,93,0,-2.2,19
CC1(C)Cc2c(sc(NC(=O)C(=O)N3CCOCC3)c2C(N)=O)CO1,-3.7,28,-19,4,8,94,0,-1.4,-6
O=C(NCCn1cccn1)c1ccc(OC2CCN(CCc3ccccc3)CC2)cc1,-1.9,5,5,-1,9,104,4,-3.1,4
Cc1ccc2c(c1)c1c(n2C)C(=O)CCC1,-2.5,-4,-6,-4,-2,92,1,-1.4,7
CC(C)(C)C#CCn1c(/C=[N+](\[O-])C2CCCCC2)nc2ccccc21,-3.3,-3,-25,-9,-2,94,0,-2.7,5
c1ccc(C(c2ccccc2)c2nc(-c3cccnc3)no2)cc1,2.2,-4,-21,-8,16,103,3,-1.9,0
CS(=O)(=O)c1cnc(-c2ccccc2)nc1-c1ccc(Cl)c(Cl)c1,0.7,-2,-4,-14,2,80,-15,-0.1,-10
COc1cnc(-c2ccccc2)nc1Oc1ccccc1C,-2.9,5,-7,-2,4,105,6,0.3,30
CC1=CC(=O)C(C(C)=Nc2ccccc2Cl)C(=O)O1 (stereo not drawn),-2.0,3,-1,4,2,99,-2,-2.7,-34

# Assay outcomes as filed in PubChem.
